Screens: PubChem, The Scripps Research Institute Molecular Screening Center
TEAD-YAP block – TEAD-YAP interaction inhibition, primary screen, TEAD-YAP interaction inhibitor project, luminescence, HEK-TIYL cells. 640,000 tested, 1.4% active. TEAD-Gal4/YAP UAS-luciferase luminescence. inhibition, % at 9.12 µM; in the data active = inhibition above about 32%;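 also: 0% = median of test compound wells and 100% = reference inhibitor wells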
GPR151 activ – activators of human GPR151, primary screen, cell-based, PathHunter beta-arrestin, luminescence; PathHunter beta-arrestin GPR151 cells; activation, % at 11.2 µM; 650,000 tested, 1% active; in the data active = activation above about 4.9%;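 also: 0% = median of compound wells and 100% = cells with positive control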
Target sequence (Q8TDV0 whole entry, looked up): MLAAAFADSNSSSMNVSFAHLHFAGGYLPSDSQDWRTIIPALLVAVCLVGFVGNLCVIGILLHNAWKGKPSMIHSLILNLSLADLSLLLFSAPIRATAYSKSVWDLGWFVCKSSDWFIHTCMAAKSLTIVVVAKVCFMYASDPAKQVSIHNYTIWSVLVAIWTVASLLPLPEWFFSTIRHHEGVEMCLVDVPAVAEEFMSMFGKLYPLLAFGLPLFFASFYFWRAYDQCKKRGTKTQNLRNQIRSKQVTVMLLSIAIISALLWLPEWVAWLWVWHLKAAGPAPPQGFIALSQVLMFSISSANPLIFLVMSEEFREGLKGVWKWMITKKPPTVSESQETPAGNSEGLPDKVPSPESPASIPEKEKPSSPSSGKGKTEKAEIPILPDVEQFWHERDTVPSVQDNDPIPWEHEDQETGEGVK
FBW7 act – FBW7 E3 ligase activators, primary screen, biochemical, AlphaScreen, human; F-box/WD repeat-containing protein 7 (Homo sapiens), Q969H0; AlphaScreen FBW7–phospho-cyclin E peptide binding, activator screen; normalized activity (activation), % at 26.1 µM; 650,000 tested, 0.13% active; in the data active = normalized activity above about 1.9%;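 also: purified mutant Fbw7 with reduced substrate affinity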
MITF inh – MITF inhibitors, primary screen, biochemical, AlphaScreen, human. Microphthalmia-associated transcription factor (Homo sapiens), O75030. AlphaScreen MITF homodimerization, bead proximity signal. inhibition, % at 2.6 µM. 650,000 tested, 0.91% active; in the data active = inhibition above about 50%;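 also: 0% = vehicle wells with protein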
Target sequence (O75030 whole entry, looked up): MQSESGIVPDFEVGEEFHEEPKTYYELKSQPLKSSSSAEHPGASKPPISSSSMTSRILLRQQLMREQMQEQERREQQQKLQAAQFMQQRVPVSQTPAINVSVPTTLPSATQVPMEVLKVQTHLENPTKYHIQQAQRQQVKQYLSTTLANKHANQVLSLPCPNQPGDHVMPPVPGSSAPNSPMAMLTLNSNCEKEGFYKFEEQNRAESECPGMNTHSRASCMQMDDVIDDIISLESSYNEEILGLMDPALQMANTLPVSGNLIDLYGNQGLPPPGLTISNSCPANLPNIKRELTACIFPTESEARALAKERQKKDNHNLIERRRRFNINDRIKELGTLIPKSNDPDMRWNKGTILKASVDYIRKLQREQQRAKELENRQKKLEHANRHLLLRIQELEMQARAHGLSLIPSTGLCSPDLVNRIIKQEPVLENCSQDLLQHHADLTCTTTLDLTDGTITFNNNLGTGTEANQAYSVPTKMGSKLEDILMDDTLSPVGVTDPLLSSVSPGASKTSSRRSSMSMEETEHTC
* = called active by the depositor. The order is random; about 3.4% have a hit in one of these screens.

Sample of the layout:
SMILES	TEAD-YAP block	GPR151 activ	FBW7 act	MITF inh
Cc1ccc(C2CC(c3cccs3)=NN2C(=O)c2ccc(Br)o2)cc1 (stereo unspecified)	-19.4	-0.2	-0.1	-4.3
CCOC(=O)C1(CC2CCCCO2)CCN(C(=O)Nc2ccccc2C(F)(F)F)CC1 (stereo unspecified)	-16.9	0.9	0.1	-8.1
Nc1ncn(C(=O)/C=C/c2ccc(Br)cc2)n1	4.8	-1.1	-0.1	4.8
COc1ccc(NC(=O)c2ccccc2SC)c(OC)c1	-1.2	-0.4	0.5	15.5
CCOC(=O)C1C(=O)C=C(c2ccc(C)cc2)CC1c1ccco1 (stereo unspecified)	-5.2	0.8	0.6	14.8
CC(C)(C)c1ccc(C(=O)O/N=C(\N)c2ccncc2)cc1	-64.4	3.9	0.6	1.1
O=C(Nc1ccc(C(F)(F)F)cc1)N[C@H]1C[C@H]2C(=O)N[C@@H](Cc3ccc(Cl)cc3)C(=O)N2C1	3.7	1.3	-0.2	-3.4
O=C(O)CCC(=O)Nc1ccc(S(=O)(=O)N2CCOCC2)cc1	-2.0	-0.4	0.0	1.2
CCOc1ccc(NC(=O)c2cc([N+](=O)[O-])ccc2N2CCOCC2)cc1	6.3	3.0	0.0	-4.7
O=C(Nc1ccc(-c2nnc3n2CCCCC3)cc1)NC1CCCCC1	9.3	0.9	0.6	18.6
O=c1cnc2ccccc2n1CC1CCCCC1	-23.8	-0.3	-0.1	-21.4
NC(=O)c1cccc(-c2ccccc2)c1	-1.2	-0.8	0.4	10.1
O=C1c2ccc(-n3c(=O)c4cc5c(=O)n(-c6ccc7c(c6)C(=O)N(c6ccccc6)C7=O)c(=O)c5cc4c3=O)cc2C(=O)N1c1ccccc1	-8.2	1.2	0.0	-2.0
CCOC(=O)c1sc(C)c2c1NC(C)(c1ccccc1)NC2=O (stereo unspecified)	7.5	1.7	0.1	7.9
Cc1cnc(C(=O)Nc2ccc(C(=O)NC3CCCCC3)cc2)cn1	0.8	0.8	0.0	7.8
O=C1C2CC=CCC2C(=O)N1c1ccc(Oc2ccc3ccccc3c2)cc1 (stereo unspecified)	6.8	1.3	0.0	13.3
CCOc1cccc2c1OC(c1ccc(F)c(F)c1)N1N=C(c3cccnc3)CC21 (stereo unspecified)	-5.3	-0.7	0.2	-4.2
CCCCCCOc1ccc(N2C(=O)/C(=C/c3ccccc3F)N=C2c2ccc(Br)cc2)cc1	-1.4	1.5	0.1	2.3
COc1ccc(N(C(=O)c2ccccc2C)S(=O)(=O)c2ccc(C)cc2)cc1	4.5	-0.3	0.2	14.0

The list itself, from the first entry:
SMILES	TEAD-YAP block	GPR151 activ	FBW7 act	MITF inh
Cc1ccc(C2CC(c3cccs3)=NN2C(=O)c2ccc(Br)o2)cc1 (stereo unspecified)	-19.4	-0.2	-0.1	-4.3
CCOC(=O)C1(CC2CCCCO2)CCN(C(=O)Nc2ccccc2C(F)(F)F)CC1 (stereo unspecified)	-16.9	0.9	0.1	-8.1
Nc1ncn(C(=O)/C=C/c2ccc(Br)cc2)n1	4.8	-1.1	-0.1	4.8
COc1ccc(NC(=O)c2ccccc2SC)c(OC)c1	-1.2	-0.4	0.5	15.5
CCOC(=O)C1C(=O)C=C(c2ccc(C)cc2)CC1c1ccco1 (stereo unspecified)	-5.2	0.8	0.6	14.8
CC(C)(C)c1ccc(C(=O)O/N=C(\N)c2ccncc2)cc1	-64.4	3.9	0.6	1.1
O=C(Nc1ccc(C(F)(F)F)cc1)N[C@H]1C[C@H]2C(=O)N[C@@H](Cc3ccc(Cl)cc3)C(=O)N2C1	3.7	1.3	-0.2	-3.4
O=C(O)CCC(=O)Nc1ccc(S(=O)(=O)N2CCOCC2)cc1	-2.0	-0.4	0.0	1.2
CCOc1ccc(NC(=O)c2cc([N+](=O)[O-])ccc2N2CCOCC2)cc1	6.3	3.0	0.0	-4.7
O=C(Nc1ccc(-c2nnc3n2CCCCC3)cc1)NC1CCCCC1	9.3	0.9	0.6	18.6
O=c1cnc2ccccc2n1CC1CCCCC1	-23.8	-0.3	-0.1	-21.4
NC(=O)c1cccc(-c2ccccc2)c1	-1.2	-0.8	0.4	10.1
O=C1c2ccc(-n3c(=O)c4cc5c(=O)n(-c6ccc7c(c6)C(=O)N(c6ccccc6)C7=O)c(=O)c5cc4c3=O)cc2C(=O)N1c1ccccc1	-8.2	1.2	0.0	-2.0
CCOC(=O)c1sc(C)c2c1NC(C)(c1ccccc1)NC2=O (stereo unspecified)	7.5	1.7	0.1	7.9
Cc1cnc(C(=O)Nc2ccc(C(=O)NC3CCCCC3)cc2)cn1	0.8	0.8	0.0	7.8
O=C1C2CC=CCC2C(=O)N1c1ccc(Oc2ccc3ccccc3c2)cc1 (stereo unspecified)	6.8	1.3	0.0	13.3
CCOc1cccc2c1OC(c1ccc(F)c(F)c1)N1N=C(c3cccnc3)CC21 (stereo unspecified)	-5.3	-0.7	0.2	-4.2
CCCCCCOc1ccc(N2C(=O)/C(=C/c3ccccc3F)N=C2c2ccc(Br)cc2)cc1	-1.4	1.5	0.1	2.3
COc1ccc(N(C(=O)c2ccccc2C)S(=O)(=O)c2ccc(C)cc2)cc1	4.5	-0.3	0.2	14.0
CCCCn1c(CNC(=O)c2ccccc2C(F)(F)F)nnc1SCC(=O)Nc1sc(C(=O)OCC)c(C)c1C(=O)OCC	-9.0	1.1	0.1	-11.2
CCc1ccc(OCC(=O)NC(C)C)cc1	-17.6	-0.6	-0.1	11.2
CC(=O)N(/N=C1\Sc2ccccc2C1=O)c1ccccc1Cl	90.9*	-2.3	-0.3	9.1
Cc1ccc2c(n1)sc1c(N)ncnc12	-7.3	-1.6	0.3	12.4
C=CCOc1ccc(C2C(C(=O)OCC)=C(C)N=c3s/c(=C/c4ccccc4OC)c(=O)n32)cc1OCC (stereo unspecified)	-11.7	0.8	-0.2	0.0
CC(C)CC1=NN2C(=N)/C(=C/c3cccc(OCCOc4ccc(Br)cc4)c3)C(=O)N=C2S1	-48.5	1.7	0.3	-2.2
CC(=O)c1cccc(NC(=O)CN(CCc2ccccc2)S(=O)(=O)c2ccc(Cl)cc2)c1	9.8	0.8	0.1	-4.3
COc1ccc(OC)c(CN2C(=O)c3nccnc3C2=O)c1	-1.5	-0.6	0.1	10.3
O=C(CC12CC3CC(CC(C3)C1)C2)n1cccn1	-13.6	0.1	0.0	18.5
O=C(C1CCCN(S(=O)(=O)c2cccc3cccnc23)C1)N1CCc2ccccc21 (stereo unspecified)	7.2	1.0	-0.1	3.6
OC(COc1ccc(F)cc1)CN1CCCCC1 (stereo unspecified)	0.6	-0.6	0.3	3.6

The list goes on; the last 4 above are carried over.
SMILES	TEAD-YAP block	GPR151 activ	FBW7 act	MITF inh
COc1ccc(OC)c(CN2C(=O)c3nccnc3C2=O)c1	-1.5	-0.6	0.1	10.3
O=C(CC12CC3CC(CC(C3)C1)C2)n1cccn1	-13.6	0.1	0.0	18.5
O=C(C1CCCN(S(=O)(=O)c2cccc3cccnc23)C1)N1CCc2ccccc21 (stereo unspecified)	7.2	1.0	-0.1	3.6
OC(COc1ccc(F)cc1)CN1CCCCC1 (stereo unspecified)	0.6	-0.6	0.3	3.6
CCc1ccc(NC(=O)c2ccc(F)c(S(=O)(=O)N3CCN(c4cccc(C)c4C)CC3)c2)cc1	6.2	-1.8	-0.1	0.6
COc1ccc(-n2c(C)cc(C(=O)COC(=O)COc3ccc(C=O)cc3)c2C)cc1	-5.2	1.8	0.0	-3.4
O=C(/C=C/c1cccc(Br)c1)N1CCCC1	-36.8	0.4	0.1	14.1
O=C(CN1C(=O)COc2ccccc21)N1CCOCC1	-14.4	0.3	-0.1	4.6
Oc1cccc(-c2cnn3c(NCc4ccc(F)cc4)ccnc23)c1	-8.3	-1.2	-0.2	-10.1
COc1cccc(OCCOc2ccc([N+](=O)[O-])cc2)c1	-3.2	0.5	0.1	10.7
O=C(COC(=O)C(Cc1c[nH]c2ccccc12)NC(=O)C12CC3CC(CC(C3)C1)C2)c1ccccc1 (stereo unspecified)	-6.6	-1.2	0.0	-12.2
COc1ccc(NC(=O)c2cn(-c3ccccc3)nc2-c2ccccc2)cc1	-8.8	-0.4	-0.1	2.2
CC(=O)C1=NN(c2ccc(C)cc2)C2C(=O)N(c3ccc(C)cc3)C(=O)C12 (stereo unspecified)	-0.2	1.0	0.3	7.9
COc1ccc(-c2nc3c(NCCO)ncnc3n2C(C)C)cc1	13.6	-0.6	0.2	3.7
CCCCCC(=O)N(c1ccccc1)C1CC(C)N(C(=O)c2cccc(OC)c2)c2ccccc21 (stereo unspecified)	8.0	1.0	-0.4	-7.0
COc1ccc(N(CN2C(=O)C3CCCCC3C2=O)C(C)=O)cc1 (stereo unspecified)	3.6	-1.1	0.0	7.8
O=C1N[C@@H](Cc2ccc(O)cc2)C(=O)N2CCN(C(=O)Oc3cccc4ccccc34)C[C@H]12	25.1	-0.9	0.1	10.4
COc1ccc(C2(CC(=O)N3CC[C@@H](O)C3)CC(=O)N(CCC(C)C)C2=O)cc1 (stereo partly specified)	7.8	6.7*	0.8	2.4
O=C(NC1CCCCC1)[C@@H]1C=CCN1S(=O)(=O)c1ccc(C(F)(F)F)cc1	-2.0	0.3	-0.1	-6.4
O=C(CCn1nnc2ccccc21)N/N=C/c1ccc2ccccc2c1	9.8	0.0	-0.1	7.7
COc1cccc2sc(=NC(=O)c3ccc(S(=O)(=O)N4CCc5ccccc5C4)cc3)n(C)c12	5.9	-1.1	0.3	4.5
COc1ccccc1N=c1oc2ccccc2cc1C(=O)Nc1cccc(C(F)(F)F)c1	-33.5	0.4	0.1	-16.1
COc1ccccc1NC(=O)Cn1nnc(-c2ccccc2NC(=O)C2CC2)n1	4.3	-0.1	-0.1	-2.8
CCOC(=O)c1c(NC(=O)c2ccc(OC)cc2)sc(C(=O)Nc2ccccc2OC)c1C	1.3	0.4	0.8	1.5
O=C(OCN1C(=O)C(=O)c2ccccc21)c1ccc(Cl)cc1	-8.9	-1.6	-0.1	0.8
COc1cc(OC)nc(N2CCC(c3c[nH]c4ccccc34)CC2)n1	-8.0	2.7	-0.3	-1.4
CC(=O)Nc1ccc(Nc2nc(-c3c(C)noc3C)nc3c2ncn3C(C)C)cc1	-27.1	2.3	-0.1	11.1
C1=CC2CC1CC2CN1CCN(C2CCCC2)CC1 (stereo unspecified)	0.6	-0.1	-0.1	66.5*
Cc1ccc(S(=O)(=O)NCCN2CCOCC2)cc1	4.3	-0.3	0.3	9.2
O=C(CN1CCC(C(=O)Nc2ccc(F)c(F)c2)CC1)Nc1ccc(F)cc1	-2.0	-1.1	-0.1	-2.8
CCC1CCC2(CC1)NC(=S)N(c1ccc(C)cc1)N2 (stereo unspecified)	-9.0	2.1	0.0	7.6
O=C(CCn1c(=S)[nH]c2ccccc2c1=O)Nc1ccc2c(c1)CCC2	4.8	-0.9	0.1	3.6
Cc1c2ccc3ccccc3c2s[n+]1CCCS(=O)(=O)O	2.9	-0.1	-0.1	2.9
N#C/C(=C\c1ccc(Br)cc1)C(=O)NCCN1CCOCC1	-1.5	0.0	-0.1	4.3
Cc1ccc(C(=O)O/N=C(\N)c2ccccc2)c(Cl)c1	74.5*	4.8	-0.1	4.1
O=C(Nc1ccc2oc(-c3ccc(F)cc3)nc2c1)c1cc2ccccc2oc1=O	4.1	-1.1	-0.1	5.3
CC1CCCC(C)N1C(=O)Cn1ncc2c3ccccc3n(C)c2c1=O (stereo unspecified)	-0.6	-0.6	-0.1	-4.7
CC(C)OC(=O)/C(C#N)=C\c1cccs1	-5.1	6.0*	0.0	-2.3
O=C1/C(=C/c2ccccn2)CC/C1=C\c1ccccn1	-17.3	-0.7	0.0	-1.1
COc1cc(Nc2nc(C)cc(NCCO)n2)cc(OC)c1OC	-1.7	2.2	-0.1	1.0
CCC(C(=O)NCCc1cn2ccccc2n1)c1ccccc1 (stereo unspecified)	2.6	0.2	-0.1	0.4
O=C(O)CNCc1nc2ccccc2[nH]1	-3.8	-1.1	-1.8	80.7*
CCOC(=O)c1c(NC(=O)CSc2n[nH]c(N)n2)sc(C(C)=O)c1C	-3.7	13.2*	0.3	6.4
O=C(CCN1CCN2CCCCC2C1)N1c2ccccc2Sc2ccc(Cl)cc21 (stereo unspecified)	3.3	0.9	0.0	-2.6
CCOc1cccc(OCCOc2ccccc2C=O)c1	-30.0	0.1	-0.1	-10.6
O=C1N[C@@H](Cc2c[nH]c3ccccc23)C(=O)N2C[C@@H](NCc3nc4ccccc4s3)C[C@@H]12	-0.6	-0.7	0.0	9.8
Cc1ccc(-c2cc(C(F)(F)F)n3ncc(C(=O)Nc4ccc(C)c(C)c4)c3n2)cc1	1.6	-1.5	0.5	11.8
Cc1c(C)n2c3c(=O)n(Cc4ccc(F)cc4)c(=O)n(C)c3nc2n1-c1ccccc1	-3.4	0.3	0.0	-7.7
CC(C)C(=O)NNS(=O)(=O)c1ccccc1[N+](=O)[O-]	6.2	0.2	-0.4	-0.5
O=C(/C=C/c1ccccc1Cl)NCC1(CO)CC1	-63.5	-0.4	-0.2	-11.8
COc1cc(NC(=O)c2ccccc2)ccc1NC(C)=O	-4.2	4.9	0.1	17.0
NC(=O)CNC1CCN(c2ccc(C(=O)N3CCc4ccccc4C3)cc2)CC1	-2.7	-0.1	-0.1	-8.1
CCc1ccccc1NC(=O)CCCC1=NS(=O)(=O)c2ccccc2N1	-0.8	-0.1	0.1	8.6
